# TRHR agonist – qHTS for Small Molecule Agonists and Allosteric Enhancers of Human TRH Receptor: Primary Screen for Agonists; Thyrotropin-releasing hormone receptor (Homo sapiens), P34981; TRHR cells, calcium flux fluo-8, FDSS agonist mode; activation, % at 2 µM; 360,000 compounds, 0.18% hits; in the data active means activation above about 30%; further: 0% is about no effect
#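 Agonist-mode FDSS calcium read (Ex 480/Em 530, 1 s cycles) in 1536-well TRHR cells with fluo-8 dye, after 10-cycle baseline and 23 nL compound addition; TRH at EC20 (10 nM final) added afterwards for the enhancer phase.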
# RXFP1 agonist – qHTS Assay for Agonists of the Relaxin Receptor RXFP1 | Relaxin receptor 1 (Homo sapiens), Q9HBX9 | HEK293T-RXFP1 cAMP TR-FRET, 30 min; response scale: percent of porcine relaxin response, buffer zero | Potency, µM (titrated, usually from 57.5 µM), for the others: top-dose activation, hits mostly activators | 370,000 compounds, 0.3% hits | AID 2676, 2010; further: potency means the concentration at half of the fitted maximal effect; on the % scale 0 is the no-effect control and ±100 the full control effect; nearly all actives have a fitted effect of over 60% in size; many of its hits are not listed in these tables
# Target sequence (Q9HBX9 whole entry, looked up): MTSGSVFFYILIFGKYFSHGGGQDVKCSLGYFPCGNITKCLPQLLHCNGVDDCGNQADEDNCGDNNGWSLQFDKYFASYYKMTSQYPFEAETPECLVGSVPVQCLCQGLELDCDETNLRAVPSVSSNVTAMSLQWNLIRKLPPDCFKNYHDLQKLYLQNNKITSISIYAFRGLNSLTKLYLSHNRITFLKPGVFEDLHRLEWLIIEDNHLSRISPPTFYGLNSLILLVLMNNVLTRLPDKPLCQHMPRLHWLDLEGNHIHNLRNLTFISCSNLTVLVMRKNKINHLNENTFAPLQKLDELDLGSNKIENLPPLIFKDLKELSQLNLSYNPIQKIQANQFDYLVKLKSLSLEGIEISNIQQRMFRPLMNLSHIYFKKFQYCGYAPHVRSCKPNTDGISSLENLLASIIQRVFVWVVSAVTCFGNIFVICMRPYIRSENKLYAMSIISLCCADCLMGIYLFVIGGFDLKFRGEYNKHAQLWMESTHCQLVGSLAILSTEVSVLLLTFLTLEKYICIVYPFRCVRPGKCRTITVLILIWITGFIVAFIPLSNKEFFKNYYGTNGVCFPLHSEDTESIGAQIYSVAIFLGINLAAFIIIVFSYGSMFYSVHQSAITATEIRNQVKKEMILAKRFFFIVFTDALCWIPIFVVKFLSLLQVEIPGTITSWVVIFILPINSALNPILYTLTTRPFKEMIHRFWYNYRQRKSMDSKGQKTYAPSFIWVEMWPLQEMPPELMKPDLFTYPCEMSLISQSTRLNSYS
#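 Agonist response is measured as cAMP accumulation in an RXFP1-transfected HEK293T line under PDE4 inhibition. Values are scaled between buffer-only and 29 nM porcine relaxin, and EC50s come from standard Hill equation fits.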
# Apoferritin bind – qHTS Assay for Identification of Novel General Anesthetics; Ferritin light chain (Equus caballus), P02791; apoferritin/1-aminoanthracene competitive binding, fluorescence; Potency, µM (top dose mostly 77.5 µM), inactives show top-dose activity change, negative = displacement, usual class: inhibitors; 350,000 compounds, 0.074% hits; AID 485281, 2010; further: potency means the concentration at half of the fitted maximal effect; on the % scale 0 is the no-effect control and ±100 the full control effect; nearly all actives have a fitted effect of over 20% in size
# Target sequence (P02791 2-175 limits assumed): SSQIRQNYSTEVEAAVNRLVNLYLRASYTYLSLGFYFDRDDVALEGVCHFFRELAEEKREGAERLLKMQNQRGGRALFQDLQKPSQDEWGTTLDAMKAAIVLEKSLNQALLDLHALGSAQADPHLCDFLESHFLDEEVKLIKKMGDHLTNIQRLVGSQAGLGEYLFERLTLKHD
#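 Horse-spleen apoferritin (10 uM) in 50% saturated 1-aminoanthracene in PBS was incubated 10 min at room temperature with compound. Fluorescence (ex 380, em 535 nm) was normalized to free and bound 1-AMA, with concentration-response fitted by a four-parameter Hill equation.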
# D1 antag – Antagonist of Human D 1 Dopamine Receptor: qHTS; D(1A) dopamine receptor (Homo sapiens), P21728; HEK293 TREx D1 cells, calcium flux, dopamine EC80; hits give low values; activity change, negative = inhibition, % at 10 µM; 360,000 compounds, 3.2% hits; AID 504652, 2011; in the data active means activity change below about -30%; further: on the % scale 0 is the no-effect control and ±100 the full control effect
#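 Using tetracycline-induced force-coupled D1 Hek293 cells and a calcium dye, signals were followed for 180 s after compound, then for 180 s after EC80 dopamine, to detect inhibitors.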
# D1 potentiator – Potentiators of Human D1 Dopamine Receptor: qHTS; HEK293 TREx D1 cells, calcium flux, dopamine EC20 potentiation; potentiation, % at 10 µM; AID 504651, 2011; 360,000 compounds, 0.036% hits; D(1A) dopamine receptor (Homo sapiens), P21728; in the data active means potentiation above about 30%; further: 0% is about no effect
# TRHR enhancer – qHTS for Small Molecule Agonists and Allosteric Enhancers of Human TRH Receptor: Primary Screen for Enhancers. Thyrotropin-releasing hormone receptor (Homo sapiens), P34981. TRHR cells, fluo-8 calcium fluorescence, EC20 TRH enhancement. enhancement, % at 2 µM. 360,000 compounds, 0.66% hits. AID 493056, 2011; in the data active means enhancement above about 30%; further: 0% is about no effect
#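 TRHR-expressing cells loaded with fluo-8 calcium dye were read kinetically (ex 480/em 530) during compound addition, then stimulated with an EC20 of TRH (10 nM final). Enhancement of the Gq-mediated intracellular calcium response was scored.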
# D2 potentiator – HTS Assay for Positive Allosteric Modulators of the Human D2 Dopamine Receptor: Primary Screen for Potentiators | HEK293 T-REx D2, calcium flux, EC20 dopamine potentiation | D(2) dopamine receptor (Homo sapiens), P14416 | AID 485347, 2010 | potentiation, % at 10 µM | 340,000 compounds, 0.34% hits;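 active means potentiation over 3 SD above the plate norm, cut at about 30% in these data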; further: 0% is about no effect
#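 Tetracycline-induced HEK293 T-REx cells force-coupled to calcium signalling expressed D2; compounds were pin-added after a 10 s baseline, read kinetically 180 s, then an EC20 dopamine challenge followed with a further 180 s calcium read.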
# RXFP1 antag – qHTS Assay for Antagonists of the Relaxin Receptor RXFP1. activity change, negative = inhibition, % at 57.5 µM. HEK293-RXFP1, relaxin-stimulated cAMP HTRF, 30 min; hits give low values. 350,000 compounds, 0.59% hits. AID 1259400, 2018. Relaxin receptor 1 (Homo sapiens), Q9HBX9;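 active means activity change of -60% or lower, but not beyond a set lower limit; inconclusive means change between -60% and -40%, or beyond the set limit; inactive means change above -40%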; further: on the % scale 0 is the no-effect control and ±100 the full control effect
# D1 agonist – Allosteric Agonists of the Human D1 Dopamine Receptor: qHTS; D(1A) dopamine receptor (Homo sapiens), P21728; HEK293 T-REx D1 cells, calcium flux, agonist mode; activation, % at 2 µM; 360,000 compounds, 1% hits; AID 504660, 2011; in the data active means activation above about 30%; further: 0% is about no effect
#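 Inducible HEK293 T-REx D1 cells, force-coupled to calcium signalling, were plated at 4000 cells/well with tetracycline and held overnight at 30 C. After no-wash calcium dye loading, compound-evoked calcium rise over 180 s flagged agonists.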
# Numbers without * were called inactive; ? = inconclusive; . = no result given; & = joins results of further samples; [ ] = another dose, or the depositor's remark. Unless noted, the call rests on the fitted dose curve; in most records, active means well fitted curve in the direction sought with a large enough effect; inconclusive means small, poorly fitted or top-dose-only effect, or another doubt; inactive means no such curve, though single readings can be large; an effect the other way counts as inactive or inconclusive.
# Each structure is followed by: RXFP1 agonist, D1 antag, TRHR agonist, RXFP1 antag, TRHR enhancer, Apoferritin bind, D1 potentiator, D2 potentiator, D1 agonist
Cc1nn(C)c(Cl)c1CN1CCN(C2CCCCC2)C(CCO)C1 (stereo unspecified)
    1.5%, -1, 1.4, 1, 8, 0%, 4, -5, 1
COc1cc2[nH]c(=S)n(N(C(C)=O)C(C)=O)c(=O)c2cc1OC
    -1.2%, -7, -0.5, -3, -3, -1%, -9, ., 0
CCOC(=O)c1c(NC(=O)CSc2nnc(-c3cccc(C)c3)n2CC)sc(C(C)=O)c1C
    7.5%, 46, 0.9, -6, -8, ?, -1, -2, 8
COc1ccc([C@@H]2CC(=O)c3c(O)cc(O)cc3O2)cc1O
    -0.5%, -15, -0.3, ., -1, -10%[29.3 µM], -1, -6, -2
CNc1snc(C)c1C(=O)OC(C)C(=O)Nc1ccc(F)cc1 (stereo unspecified)
    4.4%, -21, -0.7, -1, -3, ., 0, -9, 12
Cc1cc(Nc2ccccc2)nn1C(=O)c1ccc(Cl)cc1
    0.7%, -19, -1.0, -7, 7, ?, -4, -4, 2
OCCNCc1cc(Br)ccc1OCc1ccccc1Cl
    -1.1%, -19, 0.4, -17, 0, 1%, -1, 0, 30
COc1cccc(CN(C)CC(=O)NCc2ccccc2Cl)c1
    0.5%, 4, -0.4, -4, 8, 3%, -2, 1, 16
COC(=O)c1ccc(NC(=O)COc2ccc3c(c2)OCO3)cc1
    -2.0%, 12, -0.8, -35, -4, -9%, 2, 3, 8
O=C(Nc1ccccc1)N1CCN(C(=O)c2nsc3ccccc23)CC1
    -0.1%, 0, 0.0, -12, 5, -3%, -2, -4, 2
Cc1ccc(C2=NN(CC(=O)NCCN(C)C)C(=O)CC2)cc1
    6.0%, -1, -0.2, -6, 13, -5%, -2, 2, 3
Cc1ccc(N(CCC(=O)NC(C)(C)C)S(=O)(=O)c2ccc(C)cc2)cc1
    0.6%, -2, -1.0, 8, 6, -7%, -5, 5, 1
CCC1(c2ccc(F)cc2)NC(=O)N(CC(=O)N2c3ccccc3NC(=O)C2(C)C)C1=O (stereo unspecified)
    0.1%, 4, 0.2, 9, -2, ., -2, -8, 1
Cc1cc(Cl)c(O)c(-n2nc3ccccc3n2)c1
    0.4%, 1, -0.1, 21, 6, 11%, 4, 3, 5
COc1ccc(CCNc2oc(COc3ccc(Cl)cc3)nc2C#N)cc1OC
    0.0%, -11, -0.6, -64*, 7, 86%[activator], -10, 0, 1
COc1ccc(-c2noc(CN(C)S(=O)(=O)c3ccc(Cl)cc3)n2)cc1OC
    1.3%, -6, 0.8, 11, 7, -8%, -3, 45*, 3
COc1cc(Cl)c(C)cc1Nc1nc2ccccc2c2nnc(C)n12
    5.2%, -4, -0.5, -3, 33*, -15%, -3, 2, 3
COc1ccc(C(CC(=O)Nc2ccc(C)cn2)N2Cc3ccccc3C2=O)cc1OC (stereo unspecified)
    1.5%, 3, -1.0, ., -7, -4%, -2, 7, -1
O=[N+]([O-])c1ccccc1CNC1CCCCCC1
    0.7%, -5, 2.3, 10, -3, -16%, -5, 1, 3
CCOC(=O)C1CCN(C(=O)COc2ccc(Br)cc2C)CC1
    0.0%, 26, 0.4, 18, 2, -9%, -1, 5, 1
ON1C(c2ccccc2C(F)(F)F)N(O)[C@H]2CCCC[C@H]21 (stereo partly specified)
    -0.8%, 16, 1.8, 10, -3, ?, -6, -1, 4
Cc1ccc2nc(NC(=O)c3cccc(-c4cc5ccccc5oc4=O)c3)sc2c1
    4.7%, -5, -0.1, 19, 11, -20%, -3, -5, 4
O=C(CCC(=O)N1CCN(c2ccccn2)CC1)Nc1nnc(C(F)(F)F)s1
    4.7%, 3, 0.6, 0, 20, 1%, 1, -9, 1
O=C(Oc1ccc2c(=O)c(Cl)coc2c1)c1cccnc1
    3.8%, 11, 1.2, 21, 2, 46%[activator], -9, 6, 3
Cc1ccc(/C=C/C(=O)OCn2nnc3ccccc3c2=O)o1
    4.8%, 7, -0.1, -11, 2, -6%, -5, 19, 1
CCOc1ccc(OCCN2C(=O)NC3(CCCc4ccccc43)C2=O)cc1 (stereo unspecified)
    3.0%, 0, 0.3, -5, -4, -23%, -6, -5, 0
CCCCOc1ccc(C(=O)NCC(=O)N2CC(C)CC(C)C2)cc1 (stereo unspecified)
    0.1%, -3, 40*, -19, -3, ., ., 10, 4
Cc1ccc(S(=O)(=O)Nc2cccc(C(=O)NCc3ccc(S(N)(=O)=O)cc3)c2)cc1
    -0.2%, -8, 0.8, 2, -1, -6%, -4, 12, 0
CCc1ccccc1NC(=O)CCNS(=O)(=O)c1ccc2c(c1)CCC(=O)N2
    2.7%, 0, -0.2, -3, -1, -2%, -4, -3, 0
O=C(NCCO)/C(=C/c1ccc(Br)cc1)NC(=O)c1cccs1
    -0.1%, -9, -0.1, -2, 0, -6%, -4, -1, 2
COc1ccc(-c2cn(Cc3ccc(C)cc3)nn2)cc1
    1.2%, 11, -1.2, ., 2, 1%, 7, 1, 2
Cc1cccc(NC(=S)NC2CCN(Cc3ccccc3)CC2)c1C
    2.0%, -8, -0.1, 29, -8, -8%, -2, -25, 7
Cc1ccc(NC(=O)CSc2nc(=O)cc(N)n2-c2ccccc2)cc1
    6.7%&0.6%, 19&7, -0.2&0.3, -16&-4, -1&0, ?, 2&-7, -12&2, 1&3
Cc1nc2sccn2c(=O)c1S(=O)(=O)Nc1ccc(N2CCN(S(C)(=O)=O)CC2)cc1
    0.1%&0.2%, -10&-7, -1.9&0.5, -4&-4, 2&0, -9%&-3%, -8&-2, 19&-5, 1&1
CN(C1CCS(=O)(=O)C1)S(=O)(=O)c1ccc(N2CCCC2=O)cc1 (stereo unspecified)
    1.4%, 12, 0.3, -3, 7, 24%, 3, 19, -1
Cc1cc(C)c(S(=O)(=O)c2ccccc2)c(OC(=O)c2c(F)cccc2F)n1
    2.7%, 4, -0.3, -24, 22, -12%, -3, -5, 4
CCN(CC)c1ccc(/C=C2\NC(=O)NC2=O)cc1
    0.2%, 0, 3.2, -8, -7, -2%, 2, 4, 9
CCC12CN3CC(CC)(CN(C1)C3c1ccccc1Cl)C2O (stereo unspecified)
    0.8%, -7, -0.1, -13, -4, -13%, 0, -2, 1
O=C(NCc1ccccc1Cl)C1=CC=CN2CCS(=O)(=O)N=C12
    1.4%, -5, 0.9, 11, -3, ., -2, -9, 3
Oc1cccc(/C=N/Nc2nn3cnnc3c3ccccc23)c1
    16%, 10, -0.1, 3, -2, -9%, -2, -3, 0
COc1ccccc1Cn1c(=S)[nH]c2ccccc2c1=O
    7.2%, 3, 4.0, -6, 9, 11%, 0, -4, 4
O=C(O)c1ccc([N+](=O)[O-])c(CS(=O)(=O)c2ccccc2)c1
    1.6%, -6, 1.0, 6, 4, 5%, 7, 3, 1
COc1ccccc1NC(=O)Nc1ccc2c(c1)nc(C)n2C
    -2.4%, 5, -0.6, -2, -5, -6%, 1, -4, 3
O=C(N/N=C/c1ccc(COc2ccc(Br)cc2)o1)c1ccc2c(c1)OCO2
    1.5%, -2, 0.1, -1, -7, -14%, -6, ., 3
C=C1SC(=Nc2ccccc2Cl)N(C(=O)c2sc3ccccc3c2Cl)C12CCCCC2
    18%, 9, -0.4, ., -3, 2%, 6, 8, 6
O=C(CN1CCN(c2ccc(F)cc2)CC1)Nc1ccccc1[N+](=O)[O-]
    -1.3%, -13, 0.2, -16, -1, ?, 1, 7, 2
Cc1cc(SCC(=O)c2cccc([N+](=O)[O-])c2)nc(=O)[nH]1
    4.7%, -5, -0.2, 0, 11, ?, -2, -1, 2
C/C(=N\NC(=O)CNC(=O)C(c1ccccc1)c1ccccc1)c1ccccc1
    0.5%, -19, 1.3, 4, -1, -6%, -9, -1, 1
CC(=O)N(CCCNC(=O)c1ccccc1)C(=O)c1ccccc1
    -0.7%, 5, 0.1, ., 0, ., 0, ., 4

# Structural class: those above with an aryl methoxy group (10)
# Each structure is followed by: RXFP1 agonist, D1 antag, TRHR agonist, RXFP1 antag, TRHR enhancer, Apoferritin bind, D1 potentiator, D2 potentiator, D1 agonist
COc1cc2[nH]c(=S)n(N(C(C)=O)C(C)=O)c(=O)c2cc1OC
    -1.2%, -7, -0.5, -3, -3, -1%, -9, ., 0
COc1ccc([C@@H]2CC(=O)c3c(O)cc(O)cc3O2)cc1O
    -0.5%, -15, -0.3, ., -1, -10%[29.3 µM], -1, -6, -2
COc1cccc(CN(C)CC(=O)NCc2ccccc2Cl)c1
    0.5%, 4, -0.4, -4, 8, 3%, -2, 1, 16
COc1ccc(CCNc2oc(COc3ccc(Cl)cc3)nc2C#N)cc1OC
    0.0%, -11, -0.6, -64*, 7, 86%[activator], -10, 0, 1
COc1ccc(-c2noc(CN(C)S(=O)(=O)c3ccc(Cl)cc3)n2)cc1OC
    1.3%, -6, 0.8, 11, 7, -8%, -3, 45*, 3
COc1cc(Cl)c(C)cc1Nc1nc2ccccc2c2nnc(C)n12
    5.2%, -4, -0.5, -3, 33*, -15%, -3, 2, 3
COc1ccc(C(CC(=O)Nc2ccc(C)cn2)N2Cc3ccccc3C2=O)cc1OC (stereo unspecified)
    1.5%, 3, -1.0, ., -7, -4%, -2, 7, -1
COc1ccc(-c2cn(Cc3ccc(C)cc3)nn2)cc1
    1.2%, 11, -1.2, ., 2, 1%, 7, 1, 2
COc1ccccc1Cn1c(=S)[nH]c2ccccc2c1=O
    7.2%, 3, 4.0, -6, 9, 11%, 0, -4, 4
COc1ccccc1NC(=O)Nc1ccc2c(c1)nc(C)n2C
    -2.4%, 5, -0.6, -2, -5, -6%, 1, -4, 3

# Only part of the results is shown (hit frequency here may not be typical).
